From PubChem BioAssay
IDE exosite inh – exo-site inhibitors of human insulin-degrading enzyme; P14735; purified IDE, FL-6b probe fluorescence polarization; active compounds read low; z-score at 20 µM; 17,000 tested, 6.3% active; AID 1259349;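 active means z-score of -3 or lower, meaning strong loss of probe binding signal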;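 further: His-tagged human IDE residues 42-1019 made in E. coli with 30 nM FL-6b probe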
Target sequence (P14735 42-1019 limits assumed): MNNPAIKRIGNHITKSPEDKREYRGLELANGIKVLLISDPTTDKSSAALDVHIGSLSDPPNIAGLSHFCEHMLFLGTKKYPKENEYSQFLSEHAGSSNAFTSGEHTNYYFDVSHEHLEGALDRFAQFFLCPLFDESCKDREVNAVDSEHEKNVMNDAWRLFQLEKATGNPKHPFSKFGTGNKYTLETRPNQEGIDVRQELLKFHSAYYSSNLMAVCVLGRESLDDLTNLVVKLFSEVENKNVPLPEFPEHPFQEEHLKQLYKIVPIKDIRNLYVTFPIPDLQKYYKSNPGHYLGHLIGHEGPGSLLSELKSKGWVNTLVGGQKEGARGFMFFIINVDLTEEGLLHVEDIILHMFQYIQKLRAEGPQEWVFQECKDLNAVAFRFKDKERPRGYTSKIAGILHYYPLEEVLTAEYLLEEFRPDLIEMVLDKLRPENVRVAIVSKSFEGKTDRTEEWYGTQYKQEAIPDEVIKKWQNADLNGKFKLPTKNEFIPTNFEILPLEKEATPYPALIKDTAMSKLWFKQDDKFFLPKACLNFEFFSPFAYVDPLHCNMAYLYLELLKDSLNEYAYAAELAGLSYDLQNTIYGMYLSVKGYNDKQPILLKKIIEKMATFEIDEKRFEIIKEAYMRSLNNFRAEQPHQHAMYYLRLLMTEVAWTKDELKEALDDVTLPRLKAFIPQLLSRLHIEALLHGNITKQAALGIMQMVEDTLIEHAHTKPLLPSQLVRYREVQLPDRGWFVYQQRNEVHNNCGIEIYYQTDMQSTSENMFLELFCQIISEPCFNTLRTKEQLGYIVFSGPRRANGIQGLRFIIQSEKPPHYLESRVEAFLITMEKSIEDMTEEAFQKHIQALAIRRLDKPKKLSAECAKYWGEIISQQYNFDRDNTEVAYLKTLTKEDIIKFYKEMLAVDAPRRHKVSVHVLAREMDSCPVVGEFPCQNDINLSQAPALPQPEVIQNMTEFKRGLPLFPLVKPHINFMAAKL
Numbers without * were called inactive. An excerpt, so the mix of outcomes need not match the whole.

canonical_smiles | IDE exosite inh
CO[C@@H]1CC[C@@H]2CCOc3c(C#N)cccc3C(=O)N(C)C[C@@H](c3ccccc3)CC(=O)N(C)C[C@@H]1O2 | 0.65
O=C1CN(Cc2ccccc2)C[C@@H]2[C@@H](c3ccc(-c4ccccc4F)cc3)[C@@H](CO)N12 | -4.7*
COc1ccccc1NC(=O)N1CC(=O)N2[C@H](CO)[C@H](c3ccc(C#Cc4ccc(F)cc4)cc3)[C@@H]2C1 | 4.6
O=C(c1cccnc1)N1CCCCN2[C@H](C1)[C@H](c1ccc(C#Cc3cccnc3)cc1)[C@@H]2CO | -1.5
CO[C@H]1CN(C)C(=O)c2cc(NC(=O)NC(C)C)ccc2OC[C@@H](C)N(C(=O)CN(C)C)C[C@H]1C | -1.2
COc1cccc(S(=O)(=O)Nc2ccc3c(c2)[C@H]2C[C@H](CC(=O)NC4CCCCC4)O[C@H](CO)[C@H]2O3)c1 | -0.21
C[C@H](NC(=O)C[C@@H]1C[C@H]2c3cc(NS(=O)(=O)c4ccc(F)cc4)ccc3O[C@H]2[C@@H](CO)O1)c1ccccc1 | -1.8
C[C@@H]1CN([C@@H](C)CO)C(=O)c2cc(NC(=O)C3CC3)ccc2O[C@@H]1CN(C)S(=O)(=O)c1ccccc1 | 0.11
COCCNC(=O)C[C@H]1CC[C@H]2[C@@H](COC[C@H](O)CN2Cc2ccc(Cl)c(Cl)c2)O1 | -0.13
O=C(c1ccncc1)N1CC(=O)N2[C@H](CO)[C@H](c3ccc(-c4ccccc4)cc3)[C@H]2C1 | -2.9
CO[C@@H]1CC[C@H]2CCOc3c(C#N)cccc3C(=O)N(C)C[C@@H](c3ccccc3)CC(=O)N(C)C[C@H]1O2 | -1.1
CO[C@H]1CN(C)C(=O)c2ccc(NS(=O)(=O)c3c(C)noc3C)cc2OC[C@H](C)NC[C@@H]1C | 2.2
O=C(c1ccccc1F)N1CC(=O)N2[C@H](C1)[C@H](c1ccc(C#Cc3ccccc3)cc1)[C@@H]2CO | -3.4*
COCC(=O)N1CC(=O)N2[C@H](CO)[C@@H](c3ccc(C#Cc4cccc(OC)c4)cc3)[C@@H]2C1 | -4.5*
COc1ccc2c3c([nH]c2c1)[C@H](CO)N(C(=O)CC1CC1)CC31CCN(C(=O)c2ccccc2)CC1 | -1.5
C[C@@H]1CCCCO[C@H](CN(C)S(=O)(=O)c2cn(C)cn2)[C@H](C)CN([C@@H](C)CO)C(=O)c2cc(N(C)C)ccc2O1 | -0.52
N#Cc1cccc(-c2ccc3c(c2)[C@@H]2[C@@H](CCN2S(=O)(=O)c2ccc(F)cc2)[C@H](CO)N3)c1 | -0.43
O=C(c1ccccc1F)N1CC(=O)N2[C@H](CO)[C@H](c3ccc(C#Cc4ccccc4)cc3)[C@@H]2C1 | -1.8
CCS(=O)(=O)N(C)C[C@H]1[C@@H](c2ccccc2)[C@@H](CO)N1C(=O)CN(C)C | -0.093
C[C@@H]1CN([C@H](C)CO)C(=O)c2cc(-c3ccncc3)cnc2O[C@H]1CN(C)C(=O)CN1CCOCC1 | -0.15
CCC(=O)N1[C@H](CO)[C@H](c2ccccc2)[C@H]1CN(C)C(=O)c1ccccc1F | 2.4
O=C(C[C@@H]1CC[C@H](NS(=O)(=O)c2ccc(F)cc2)[C@@H](CO)O1)N1CCN(c2ccccc2)CC1 | -0.79
CN(C)C(=O)C[C@H]1CC[C@@H]2[C@H](COC[C@H](O)CN2C(=O)c2ccncc2)O1 | 1.3
CO[C@@H](CN(C)Cc1cc(F)ccc1F)[C@H](C)CN([C@H](C)CO)S(=O)(=O)c1ccc(C)cc1 | 1
COc1ccc(C#Cc2ccc([C@H]3[C@@H](CO)N4C(=O)CN(C(=O)NC(C)C)C[C@@H]34)cc2)cc1 | -1.1
COc1ccc2c3c([nH]c2c1)[C@H](CO)NCC31CCN(C(=O)c2ccccc2)CC1 | 0.97
CCNC[C@@H]1[C@@H](c2ccc(C#Cc3ccccn3)cc2)[C@@H](CO)N1C(=O)C1CC1 | 2
COc1cccc(S(=O)(=O)N2CCCCN3[C@H](C2)[C@@H](c2ccc(C#CC(C)C)cc2)[C@@H]3CO)c1 | 2.3
CC(C)C#Cc1ccc([C@H]2[C@@H](CO)N(C(=O)c3cccc(F)c3)[C@H]2C#N)cc1 | -1.6
CN(C[C@@H]1N[C@H](CO)[C@@H]1c1ccc(-c2cccc(F)c2)cc1)C(=O)CC1CC1 | 0.85
O=C(O)[C@H]1[C@H](CO)[C@H]2Cn3c(ccc(-c4ccccc4F)c3=O)[C@H]2N1Cc1ccccc1 | 2.4
COc1ccc2c3c(n(C)c2c1)[C@H](CO)N(C(=O)CN(C)C)CC31CCN(S(C)(=O)=O)CC1 | 0.71
COc1ccc(C#Cc2ccc([C@H]3[C@@H](CO)N4CCCCN(Cc5ccncc5)C[C@H]34)cc2)cc1 | 3.5
CN1C(=O)c2cc(NC(=O)c3ccc4c(c3)OCO4)ccc2OC[C@H]2O[C@H](CC(=O)O)CC[C@H]21 | -0.028
O=C1CNC[C@H]2[C@@H](c3ccc(-c4ccccc4F)cc3)[C@H](CO)N12 | -0.38
C/C=C/c1ccc([C@@H]2[C@H]3CN(C(=O)Nc4ccc(OC)cc4)CC(=O)N3[C@H]2CO)cc1 | 0.61
N#C[C@@H]1[C@@H](c2ccc(C3=CCCC3)cc2)[C@H](CO)N1C(=O)C1CCC1 | 5.1
O=C(Nc1ccc(F)cc1)N1[C@H](CO)[C@@H]2c3ccccc3NC[C@@H]21 | 2.7
COCC(=O)N1C[C@@H]2[C@H](c3ccccc31)[C@H](CO)N2Cc1cc(F)ccc1F | -1.2
CO[C@@H](CN(C)C(=O)Nc1ccc(Cl)cc1)[C@H](C)CN(Cc1ccccc1Cl)[C@H](C)CO | 0.48
COc1cccc(C#Cc2ccc([C@H]3[C@@H](CO)N4C(=O)CN(C(=O)Cc5ccccc5)C[C@@H]34)cc2)c1 | 1.4
CCS(=O)(=O)N1CCCCN2[C@H](CO)[C@H](c3ccc(-c4ccccc4F)cc3)[C@@H]2C1 | 1.2
Cn1cnc(S(=O)(=O)N2CCCCN3[C@H](C2)[C@@H](c2ccc(-c4ccc(F)cc4)cc2)[C@@H]3CO)c1 | 0.91
CN1C(=O)c2cc(NC(=O)C3CCOCC3)ccc2OC[C@@H]2O[C@H](CC(=O)NCC3CCCCC3)CC[C@@H]21 | 0.62
N#C[C@H]1[C@@H](c2ccc(-c3ccc(F)cc3)cc2)[C@H](CO)N1C(=O)Cc1ccccc1 | 2.5
C/C=C/c1ccc([C@@H]2[C@@H](CO)N(C(=O)COC)[C@@H]2CNC(=O)CC)cc1 | 4.3
CN(C[C@H]1N[C@H](CO)[C@H]1c1ccc(-c2cccc(F)c2)cc1)S(C)(=O)=O | 4.7
O=C(Nc1cccc(F)c1)N1CC(=O)N2[C@H](C1)[C@H](c1ccc(-c3ccccc3F)cc1)[C@@H]2CO | 0.74
N#C[C@H]1[C@@H](c2ccc(C3=CCCCC3)cc2)[C@@H](CO)N1C(=O)NC1CCCC1 | 3.5
C/C=C/c1ccccc1[C@@H]1[C@@H](C#N)N(C(=O)Cc2ccccn2)[C@H]1CO | -1.4
COc1ccc(S(=O)(=O)Nc2ccc3c(c2)OC[C@H](C)NC[C@@H](C)[C@@H](OC)CN(C)C3=O)cc1 | -0.74
Cn1cnc(S(=O)(=O)N2CCCCN3[C@H](C2)[C@@H](c2ccc(-c4ccccc4F)cc2)[C@@H]3CO)c1 | -0.2
CS(=O)(=O)N1[C@H](C#N)[C@H](c2ccc(C#CC3CCCCC3)cc2)[C@@H]1CO | 2.4
COc1ccc(C[C@H]2CCn3nncc3COC[C@H](CC(C)C)NC2=O)cc1 | -1.5
O=C(NCC[C@@H]1CC[C@@H](NC(=O)c2ccncc2)[C@H](CO)O1)Nc1ccc(Cl)cc1 | 1.2
COCC(=O)N1CCCCN2[C@@H](CO)[C@H](c3ccc(-c4ccccc4)cc3)[C@@H]2C1 | 0.00094
Cc1ccccc1-c1ccc([C@H]2[C@H]3CN(C(=O)c4ccccc4)CC(=O)N3[C@H]2CO)cc1 | 0.77
OC[C@H]1[C@H](c2ccc(-c3ccccc3)cc2)[C@H]2CN(Cc3ccccn3)CCCCN21 | -1.8
O=S(=O)(NC[C@@H]1[C@H](c2ccccc2)[C@@H](CO)N1CC1CC1)c1ccccc1 | -2.6
Cn1cnc(S(=O)(=O)N2CCCCN3[C@@H](CO)[C@H](c4ccc(-c5ccccc5)cc4)[C@@H]3C2)c1 | -0.13

Arranged by SMILES length (largest number first): 3 of the compounds above
canonical_smiles | IDE exosite inh
COc1ccc(S(=O)(=O)Nc2ccc3c(c2)OC[C@H](C)NC[C@@H](C)[C@@H](OC)CN(C)C3=O)cc1 | -0.74
Cc1ccccc1-c1ccc([C@H]2[C@H]3CN(C(=O)c4ccccc4)CC(=O)N3[C@H]2CO)cc1 | 0.77
COCC(=O)N1CCCCN2[C@@H](CO)[C@H](c3ccc(-c4ccccc4)cc3)[C@@H]2C1 | 0.00094

The list goes on.
canonical_smiles | IDE exosite inh
CCCNC(=O)c1cc2c(c(-c3cccc(-c4cc5ccccc5o4)c3)n1)[C@H](CCO)N(C(=O)NC(C)C)C2 | 1.4
CN1[C@@H]2c3ccc(-c4ccncc4)c(=O)n3C[C@H]1[C@H](CO)[C@H]2C(=O)N1CCC(Cc2ccccc2)CC1 | -0.36
COCC(=O)N1[C@H](C#N)[C@H](c2ccc(C3=CCCC3)cc2)[C@H]1CO | 0.25
O=S(=O)(Cc1ccccc1)N1CCCCN2[C@@H](CO)[C@H](c3ccc(C#Cc4ccccc4)cc3)[C@@H]2C1 | 2.5
CC(=O)NC[C@H]1[C@@H](c2ccc(-c3ccccc3F)cc2)[C@@H](CO)N1C(C)=O | -1.6
CCc1csc(N2[C@H](CO)[C@H](c3ccccc3)[C@@H]2CN(C)C(=O)C2CCC2)n1 | -1.7
N#C[C@@H]1[C@@H](c2ccc(C#CC3CC3)cc2)[C@@H](CO)N1S(=O)(=O)Cc1ccccc1 | 3.3
CCCNC(=O)N1C[C@@H](C)[C@H](OC)CN(C)C(=O)c2ccc(NC(=O)CC)cc2OC[C@@H]1C | -1
COc1ccc(S(=O)(=O)Nc2ccc3c(c2)OC[C@H](C)NC[C@@H](C)[C@H](OC)CN(C)C3=O)cc1 | 0.62
CN(C)C(=O)C[C@H]1C[C@H]2c3cc(NC(=O)Nc4ccc(F)cc4)ccc3O[C@H]2[C@@H](CO)O1 | -0.39
O=C(C[C@@H]1CC[C@H]2NC[C@@H](O)COC[C@@H]2O1)NC1Cc2ccccc2C1 | -0.11
O=C(C[C@@H]1CC[C@H](NC(=O)C2CCOCC2)[C@@H](CO)O1)NCC1CCCCC1 | 2.4
CCCNC(=O)N1[C@H](C#N)[C@@H](c2ccccc2-c2ccc(F)cc2)[C@@H]1CO | 0.33
Cc1ccc(S(=O)(=O)N2C[C@H]3[C@@H](c4ccccc42)[C@@H](CO)N3Cc2cccnc2)cc1 | 2.9
COc1ccc(NC(=O)N2CCCCN3[C@H](C2)[C@@H](c2ccc(C#Cc4ccccn4)cc2)[C@@H]3CO)cc1 | 2.6
COCC(=O)NC[C@H]1[C@H](c2ccccc2)[C@H](CO)N1C(=O)c1ccccc1 | 1
CC(C)C#Cc1ccc([C@@H]2[C@@H](CO)N3CCCCN(CC4CC4)C[C@@H]23)cc1 | 0.31
COc1ccc2c3c([nH]c2c1)[C@H](CO)N(C(=O)C1CCOCC1)CC31CCN(Cc2cccc(F)c2)CC1 | -0.017
COc1ccc2c3c(n(C)c2c1)[C@@H](CO)N(Cc1cccc(F)c1)CC31CCN(C(=O)Cc2ccccc2)CC1 | -0.49
O=C(NC1CCCC1)N1CCCCN2[C@H](CO)[C@@H](c3ccc(/C=C/c4ccccc4)cc3)[C@@H]2C1 | -2.8
COc1cccc(-c2ccc([C@H]3[C@H](CO)N4C(=O)CN(C(=O)C5CC5)C[C@@H]34)cc2)c1 | -7.5*
O=C(C[C@@H]1CC[C@@H]2[C@H](COC[C@@H](O)CN2C(=O)Nc2cc(Cl)cc(Cl)c2)O1)N1CCOCC1 | -0.46
C[C@@H]1CN([C@@H](C)CO)C(=O)c2cc(NC(=O)Cc3ccccc3)ccc2O[C@@H](C)CCCCO[C@@H]1CN(C)Cc1ccncc1 | 0.46
C[C@H](CO)N1C[C@H](C)[C@@H](CN(C)C(=O)Nc2cccc(Cl)c2Cl)OCc2ccccc2-c2ccccc2C1=O | 1.2

A different layout for four compounds above.
CCCNC(=O)N1[C@H](C#N)[C@@H](c2ccccc2-c2ccc(F)cc2)[C@@H]1CO
  IDE exosite inh: 0.33

Cc1ccc(S(=O)(=O)N2C[C@H]3[C@@H](c4ccccc42)[C@@H](CO)N3Cc2cccnc2)cc1
  IDE exosite inh: 2.9

COc1ccc(NC(=O)N2CCCCN3[C@H](C2)[C@@H](c2ccc(C#Cc4ccccn4)cc2)[C@@H]3CO)cc1
  IDE exosite inh: 2.6

COCC(=O)NC[C@H]1[C@H](c2ccccc2)[C@H](CO)N1C(=O)c1ccccc1
  IDE exosite inh: 1

Additional results:
canonical_smiles | IDE exosite inh
COCC(=O)N1[C@@H](C#N)[C@@H](c2ccc(C#CCC3CCCC3)cc2)[C@@H]1CO | 1.2
CN(C)Cc1cn(CC[C@H]2CC[C@@H](NC(=O)Cc3cccnc3)[C@H](CO)O2)nn1 | 0.013
O=C(c1ccc2c(c1)OCO2)N1CC(=O)N2[C@H](C1)[C@@H](c1ccc(C#Cc3ccccc3)cc1)[C@@H]2CO | 1.3
COc1ccc(-c2ccc3n(c2=O)C[C@H]2[C@H](CO)[C@@H](C(=O)N4CCOCC4)N[C@@H]32)cc1 | 0.9
COCC#Cc1ccc([C@@H]2[C@@H](CO)N3C(=O)CN(C(=O)Nc4cc(F)ccc4F)C[C@@H]23)cc1 | 3.7
COc1cccc(C#Cc2ccc([C@@H]3[C@H]4CN(C(=O)Cc5ccccc5)CC(=O)N4[C@H]3CO)cc2)c1 | -0.17
CO[C@H](CN(C)S(=O)(=O)c1cn(C)cn1)[C@H](C)CN(C(=O)Nc1ccc(C(F)(F)F)cc1)[C@H](C)CO | -0.42
